FBW7 act – activators of human E3 ligase FBW7. Q969H0. AlphaScreen FBW7–phospho-cyclin E peptide binding, activator screen. normalized activity (activation), % at 26.1 µM. actives 0.13% (n = 650,000). AID 1259310; in the data active means normalized activity above about 1.9%;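 further: purified mutant Fbw7 with reduced substrate affinity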
Target sequence (Q969H0 whole entry, looked up): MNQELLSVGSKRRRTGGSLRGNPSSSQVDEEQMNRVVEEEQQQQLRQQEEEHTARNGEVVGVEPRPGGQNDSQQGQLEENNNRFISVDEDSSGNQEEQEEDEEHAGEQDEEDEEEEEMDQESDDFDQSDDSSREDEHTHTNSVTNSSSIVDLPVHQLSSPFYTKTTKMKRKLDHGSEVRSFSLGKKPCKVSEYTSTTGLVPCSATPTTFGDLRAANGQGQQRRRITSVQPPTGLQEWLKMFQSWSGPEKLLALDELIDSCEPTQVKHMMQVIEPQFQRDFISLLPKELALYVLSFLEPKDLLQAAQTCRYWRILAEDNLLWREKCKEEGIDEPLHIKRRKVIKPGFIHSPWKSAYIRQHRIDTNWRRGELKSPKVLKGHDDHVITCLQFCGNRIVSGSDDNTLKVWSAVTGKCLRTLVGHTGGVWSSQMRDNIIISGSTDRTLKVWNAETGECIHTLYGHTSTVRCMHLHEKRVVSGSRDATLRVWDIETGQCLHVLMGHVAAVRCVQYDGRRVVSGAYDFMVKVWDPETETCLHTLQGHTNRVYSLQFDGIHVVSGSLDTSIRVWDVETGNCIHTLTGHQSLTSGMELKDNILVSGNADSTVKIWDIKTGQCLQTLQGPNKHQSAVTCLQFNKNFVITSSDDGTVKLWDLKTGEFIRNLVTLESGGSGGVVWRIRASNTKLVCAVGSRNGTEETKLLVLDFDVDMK
TEAD-YAP inh – TEAD-YAP interaction inhibition. HEK-TIYL cells, TEAD-Gal4/YAP UAS-luciferase luminescence. inhibition, % at 9.12 µM. actives 1.4% (n = 640,000). AID 1259422; in the data active means inhibition above about 32%;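 further: 0% = median of test compound wells and 100% = reference inhibitor wells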
GPR151 activ – activators of human GPR151; actives 1% (n = 650,000); activation, % at 11.2 µM; AID 1508602; PathHunter beta-arrestin GPR151 cells, luminescence; Q8TDV0; in the data active means activation above about 4.9%;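 further: 0% = median of compound wells and 100% = cells with positive control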
Target sequence (Q8TDV0 whole entry, looked up): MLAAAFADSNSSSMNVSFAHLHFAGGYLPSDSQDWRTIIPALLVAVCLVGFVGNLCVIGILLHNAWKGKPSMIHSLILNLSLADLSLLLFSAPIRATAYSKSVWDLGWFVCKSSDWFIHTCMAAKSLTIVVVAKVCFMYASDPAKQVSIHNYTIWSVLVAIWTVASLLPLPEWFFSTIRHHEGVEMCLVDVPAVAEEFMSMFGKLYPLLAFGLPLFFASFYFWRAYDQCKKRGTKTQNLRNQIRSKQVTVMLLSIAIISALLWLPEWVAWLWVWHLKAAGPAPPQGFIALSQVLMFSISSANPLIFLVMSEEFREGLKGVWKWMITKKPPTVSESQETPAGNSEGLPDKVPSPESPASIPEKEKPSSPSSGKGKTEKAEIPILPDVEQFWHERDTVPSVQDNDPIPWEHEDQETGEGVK
MITF inh – human MITF inhibition, primary screen; O75030; AlphaScreen MITF homodimerization, bead proximity signal; inhibition, % at 2.6 µM; actives 0.91% (n = 650,000); AID 1259374; in the data active means inhibition above about 50%;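 further: 0% = vehicle wells with protein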
An asterisk follows results filed as active; & = joins results of further samples. Compounds as they come. Share with any hit: about 3.5%.

O=C(N/N=C/CCc1ccccc1)c1ccncc1 was read as FBW7 act 0.0, TEAD-YAP inh -11, GPR151 activ 3.0 and MITF inh 4.
`COc1ccc(NC(=O)c2cc3nc(-c4ccc(Br)cc4)cc(C(F)(F)F)n3n2)c(OC)c1` gave FBW7 act 0.7, TEAD-YAP inh 9, GPR151 activ -0.7 and MITF inh 12.
`COC(=O)C(NC(=O)NC(C)C)C12CC3CC(CC(C3)C1)C2` (configuration not stated) gave FBW7 act 0.0, TEAD-YAP inh -4, GPR151 activ -0.2 and MITF inh 9.
`COc1ccc(COCC(O)CNCCCN2CCOCC2)cc1OC` (configuration not stated) gave FBW7 act 0.1, TEAD-YAP inh 9, GPR151 activ -0.6 and MITF inh 54*.
For Cc1ccc(CNc2nc(=S)[nH]c3ccccc23)cc1 the results were FBW7 act 0.6, TEAD-YAP inh 3, GPR151 activ -0.9 and MITF inh 12.
Cc1nc(C)c(CCNS(=O)(=O)c2ccc3c(c2)OCCO3)s1 was read as FBW7 act -0.1, TEAD-YAP inh 7, GPR151 activ 0.6 and MITF inh -19.
`c1ccc2c(c1)OCC(c1csc3ncnc(N4CCCC4)c13)O2` (configuration not stated) gave FBW7 act 0.1, TEAD-YAP inh -9, GPR151 activ -1.3 and MITF inh -3.
`OCC1OC(Nc2cccc(O)c2)C(O)C(O)C1O` (configuration not stated) gave FBW7 act 0.0, TEAD-YAP inh 5, GPR151 activ -0.8 and MITF inh 9.
CCN(CCCNC(=O)COc1ccc2c(c1)C(=O)CC(C)(C)O2)c1cccc(C)c1 was read as FBW7 act 0.2, TEAD-YAP inh 16, GPR151 activ -0.6 and MITF inh 15.
Screening CC(=O)c1cccc(-c2nc(C(=O)NCCc3ccc(O)cc3)cs2)c1 returned FBW7 act 0.1, TEAD-YAP inh 1, GPR151 activ 3.2 and MITF inh -4.
CCCCCNC(=O)C(CC(C)C)NS(=O)(=O)c1ccc(I)cc1 (configuration not stated) was read as FBW7 act 0.5, TEAD-YAP inh -5, GPR151 activ -0.5 and MITF inh 0.
Screening Cn1nc(-c2ccccc2)c2c1CCN(C(=O)C1CC1)C2 returned FBW7 act 0.0, TEAD-YAP inh 12, GPR151 activ -0.2 and MITF inh 1.
Screening N#CC1=C(N)Oc2n[nH]c(-c3ccccc3)c2C12C(=O)N(Cc1ccccc1)c1ccccc12 (configuration not stated) returned FBW7 act -0.3, TEAD-YAP inh 17, GPR151 activ -0.3 and MITF inh -9.
For CN1c2ncccc2C(=O)NC12CCN(C(=O)c1nccc3ccccc13)CC2 the results were FBW7 act 0.0, TEAD-YAP inh 0, GPR151 activ 0.5 and MITF inh 22.
Cn1cccc1Cc1nnc(SCC(=O)N2CCc3ccccc32)n1C was read as FBW7 act -0.1, TEAD-YAP inh 7, GPR151 activ 3.2 and MITF inh 3.
For Cc1[nH]c2ccccc2c1CCNC(=O)/C(=C/c1ccccc1)NC(=O)c1ccc(OCC(C)C)cc1 the results were FBW7 act 0.1, TEAD-YAP inh 9, GPR151 activ 0.3 and MITF inh 14.
Screening CCN(CC)CCN1CCN(c2ncc(-c3ccccc3)n3ccnc23)CC1 returned FBW7 act -0.1, TEAD-YAP inh 4, GPR151 activ 0.8 and MITF inh 9.
For Nc1nc2c(s1)CCCC2 the results were FBW7 act 0.1&-0.1, TEAD-YAP inh 2&-10, GPR151 activ -0.6&-1.4 and MITF inh 3&0.
O=C(NCc1ccccn1)c1ccc(S(=O)(=O)c2ccc(Br)cc2)c([N+](=O)[O-])c1 was read as FBW7 act -0.1, TEAD-YAP inh 23, GPR151 activ 0.9 and MITF inh 10.
`c1ccc(-c2ccc(-c3nc4ccccc4s3)cc2)cc1` gave FBW7 act 0.1, TEAD-YAP inh 92*, GPR151 activ 0.0 and MITF inh -11.
`O=C(/C=C/c1ccc2c(c1)OCO2)N1CCC(CN2C(=O)c3cccc4cccc(c34)C2=O)CC1` gave FBW7 act 0.0, TEAD-YAP inh -10, GPR151 activ 0.4 and MITF inh 2.
Screening CCn1c(SCC(=O)Nc2c(C)n(C)n(-c3ccccc3)c2=O)nc2c1c(=O)n(C)c(=O)n2C returned FBW7 act 0.0, TEAD-YAP inh 6, GPR151 activ 0.0 and MITF inh 0.
N#CC1=C(N)Oc2n[nH]c(C34CC5CC(CC(C5)C3)C4)c2C1c1ccco1 (configuration not stated) was read as FBW7 act 0.5, TEAD-YAP inh 2, GPR151 activ 0.0 and MITF inh 9.
`COc1ccc(NC(=O)C2CCC(CNc3c(N4CCCC4)c(=O)c3=O)CC2)cc1` (configuration not stated) gave FBW7 act 0.3, TEAD-YAP inh 5, GPR151 activ -1.1 and MITF inh 7.
`Cc1cc(OCC(=O)Nc2c(C(C)C)cccc2C(C)C)ccc1Cl` gave FBW7 act 0.0, TEAD-YAP inh 0, GPR151 activ -0.4 and MITF inh 5.
`COc1ccc(CNC(=O)CCc2nnc3n(CCC(C)C)c(=O)c4ccccc4n23)cc1` gave FBW7 act 0.9, TEAD-YAP inh 17, GPR151 activ -0.5 and MITF inh 6.
O=C(NCc1ccccc1)c1ccc2c(c1)C(=O)N(C1CCCCC1)C2=O was read as FBW7 act 0.1, TEAD-YAP inh 4, GPR151 activ 0.0 and MITF inh 21.
Cc1c(C(=O)N2CCCCC2)sc(NC(=O)c2ccc([N+](=O)[O-])cc2)c1C#N was read as FBW7 act 0.1, TEAD-YAP inh 0, GPR151 activ 0.7 and MITF inh 7.
For O=C(CN1CCC(Cn2cnc3ccccc32)CC1)Nc1cccc(F)c1 the results were FBW7 act -0.1, TEAD-YAP inh 2, GPR151 activ 3.0 and MITF inh 54*.
Screening CC1(C)CC(=O)C2=C(C1)Nc1cc(C(=O)c3ccccc3)ccc1NC2c1cccc(O)c1 (configuration not stated) returned FBW7 act 0.1, TEAD-YAP inh 3, GPR151 activ -0.3 and MITF inh 8.
O=C(Nc1ccc(S(=O)(=O)N2CCOCC2)cc1)C(F)(F)F was read as FBW7 act -0.2, TEAD-YAP inh -2, GPR151 activ 1.3 and MITF inh -1.
O=C(Cc1cccs1)N/N=C\c1ccc([N+](=O)[O-])o1 was read as FBW7 act -0.3, TEAD-YAP inh 24, GPR151 activ -0.1 and MITF inh -8.
CC1CCN(CNC(=O)c2cccnc2)CC1 was read as FBW7 act -0.1, TEAD-YAP inh -2, GPR151 activ 0.7 and MITF inh -4.
Screening O=C(CC1C(=O)N(c2ccccc2)C(=S)N1CCc1ccc(Cl)cc1)Nc1ccccc1 (configuration not stated) returned FBW7 act 0.2, TEAD-YAP inh -14, GPR151 activ -1.1 and MITF inh -1.
For CCCCC1CCC(c2noc(-c3ccc(F)cc3)n2)CC1 (configuration not stated) the results were FBW7 act -0.1, TEAD-YAP inh 8, GPR151 activ 0.1 and MITF inh -8.
CCCC(=O)Nc1cccc(-c2cn3c(C)csc3n2)c1 was read as FBW7 act 0.7, TEAD-YAP inh -10, GPR151 activ -1.8 and MITF inh 12.
For Cc1ccc(-n2c3c(cc(C(=O)NCC(=O)c4ccccc4)c2=O)C(=O)CC(C)(C)C3)cc1 the results were FBW7 act 0.1, TEAD-YAP inh -4, GPR151 activ 0.0 and MITF inh 5.
Screening COc1ccc(-n2nc(C(=O)Nc3ccc(F)cc3)c3ccccc3c2=O)c(OC)c1 returned FBW7 act 0.1, TEAD-YAP inh 4, GPR151 activ 3.4 and MITF inh 19.
For COCc1oc2ccc(NS(=O)(=O)c3ccc(Cl)c([N+](=O)[O-])c3)cc2c1C(=O)OC the results were FBW7 act 0.0, TEAD-YAP inh 6, GPR151 activ 0.4 and MITF inh 3.
For CC(CN1CCCCC1)OC(=O)/C=C/c1ccccc1 (configuration not stated) the results were FBW7 act 0.1, TEAD-YAP inh 3, GPR151 activ -0.1 and MITF inh 8.

3 compounds already listed, sorted by heavy-atom count, ascending.
O=C(Cc1cccs1)N/N=C\c1ccc([N+](=O)[O-])o1 was read as FBW7 act -0.3, TEAD-YAP inh 24, GPR151 activ -0.1 and MITF inh -8.
For COCc1oc2ccc(NS(=O)(=O)c3ccc(Cl)c([N+](=O)[O-])c3)cc2c1C(=O)OC the results were FBW7 act 0.0, TEAD-YAP inh 6, GPR151 activ 0.4 and MITF inh 3.
Screening COc1ccc(-n2nc(C(=O)Nc3ccc(F)cc3)c3ccccc3c2=O)c(OC)c1 returned FBW7 act 0.1, TEAD-YAP inh 4, GPR151 activ 3.4 and MITF inh 19.

Carrying on.
For CCOC(=O)/C=C(\C)N1N=C(c2cccs2)CC1c1ccc(F)cc1 (configuration not stated) the results were FBW7 act -0.3, TEAD-YAP inh -1, GPR151 activ 1.0 and MITF inh 7.
For CCN1CCN(c2nc(-c3ccc(Cl)cc3)nc3ccccc23)CC1 the results were FBW7 act 0.1, TEAD-YAP inh 8, GPR151 activ -0.9 and MITF inh 2.
For O=C1N[C@H](CO)C(=O)N2CCN(CCc3ccccc3)C[C@H]12 the results were FBW7 act 0.1, TEAD-YAP inh -3, GPR151 activ 3.8 and MITF inh 6.
CC(=O)NC1(c2cccc(F)c2)CCN(CC(=O)NC(C)C)CC1 was read as FBW7 act 0.0, TEAD-YAP inh -7, GPR151 activ 0.0 and MITF inh -6.
For c1ccc(OCCN2C3=NCCN3c3ccccc32)cc1 the results were FBW7 act 0.3, TEAD-YAP inh -8, GPR151 activ -0.4 and MITF inh 29.
O=C(Nc1ccc(F)cc1)c1cccnc1NCc1ccccc1 was read as FBW7 act 0.0, TEAD-YAP inh 5, GPR151 activ 2.1 and MITF inh -2.
For O=C(O)/C=C\C(=O)Nc1cccc(I)c1 the results were FBW7 act 0.1, TEAD-YAP inh 6, GPR151 activ -0.7 and MITF inh 2.
`COc1ccc(-c2nc3ccccc3c(=O)n2NCc2ccccc2OC)cc1` gave FBW7 act -0.1, TEAD-YAP inh 9, GPR151 activ -0.9 and MITF inh -9.
Screening O=[N+]([O-])c1cc(NC2OCC(O)C(O)C2O)ccc1Cl (configuration not stated) returned FBW7 act 0.9, TEAD-YAP inh 4, GPR151 activ 0.2 and MITF inh 15.
COc1cccc(NC(=S)N2CCNC(=O)C2)c1 was read as FBW7 act 0.0, TEAD-YAP inh -6, GPR151 activ 1.3 and MITF inh 3.

Retrieved by compound from above:
For O=C(O)/C=C\C(=O)Nc1cccc(I)c1 the results were FBW7 act 0.1, TEAD-YAP inh 6, GPR151 activ -0.7 and MITF inh 2.
COc1cccc(NC(=S)N2CCNC(=O)C2)c1 was read as FBW7 act 0.0, TEAD-YAP inh -6, GPR151 activ 1.3 and MITF inh 3.
For CCOC(=O)/C=C(\C)N1N=C(c2cccs2)CC1c1ccc(F)cc1 (configuration not stated) the results were FBW7 act -0.3, TEAD-YAP inh -1, GPR151 activ 1.0 and MITF inh 7.
Screening O=[N+]([O-])c1cc(NC2OCC(O)C(O)C2O)ccc1Cl (configuration not stated) returned FBW7 act 0.9, TEAD-YAP inh 4, GPR151 activ 0.2 and MITF inh 15.

Going on with the list.
Screening CCOc1ccccc1N(CC(=O)N1CCN(Cc2ccccc2)CC1)S(=O)(=O)c1ccccc1 returned FBW7 act 0.2, TEAD-YAP inh 11, GPR151 activ 0.4 and MITF inh 3.
O=C(c1cccc(Br)c1)N1CCN(c2ccc([N+](=O)[O-])c(NCc3ccccc3)c2)CC1 was read as FBW7 act -0.3, TEAD-YAP inh -3, GPR151 activ 0.6 and MITF inh -3.
`O=C(NC(=S)Nc1ccc2oc(-c3ccccc3)nc2c1)c1cc2ccccc2o1` gave FBW7 act 0.0, TEAD-YAP inh -3, GPR151 activ -0.7 and MITF inh -16.
For COc1cccc(/C=N/NC(=O)CNC(=O)c2ccccc2C(F)(F)F)c1OC the results were FBW7 act 0.1, TEAD-YAP inh 1, GPR151 activ 0.2 and MITF inh 3.
Screening COC(=O)C1=C(C)c2oc(N)nc2C1c1ccc(C(C)C)cc1 (configuration not stated) returned FBW7 act -0.1, TEAD-YAP inh 9, GPR151 activ 2.1 and MITF inh 15.
For CC(C)CC(C(=O)Nc1ccccc1Cl)N1C(=O)c2ccccc2C1=O (configuration not stated) the results were FBW7 act 0.0, TEAD-YAP inh -1, GPR151 activ 0.1 and MITF inh -20.
For CNc1nc(-c2ccc(F)cc2)cs1 the results were FBW7 act 0.0, TEAD-YAP inh -40, GPR151 activ -1.7 and MITF inh 15.
Cc1cc(/C=N/n2cnnc2)c(C)n1-c1ccccc1 was read as FBW7 act 0.3, TEAD-YAP inh -7, GPR151 activ -0.1 and MITF inh 18.
`O=C(Nc1ccc2c(c1)OCO2)c1ccnc(N2CCN(Cc3ccc4c(c3)OCO4)CC2)c1` gave FBW7 act -0.2, TEAD-YAP inh 5, GPR151 activ -1.1 and MITF inh 18.
Screening COc1cc(Br)c(C2CC(=O)NC(C)=C2C(=O)OCCc2ccccc2)cc1OC (configuration not stated) returned FBW7 act -0.3, TEAD-YAP inh 1, GPR151 activ 0.2 and MITF inh -3.
`COc1ccc(OC)c(C2=NOC(C(=O)Nc3cc(Br)ccc3O)C2)c1` (configuration not stated) gave FBW7 act 0.2, TEAD-YAP inh 2, GPR151 activ -0.1 and MITF inh -7.
Screening CSCCC(=O)Nc1ccc(Cl)cc1 returned FBW7 act 0.3, TEAD-YAP inh 3, GPR151 activ -0.9 and MITF inh 7.
Screening CN(C)c1ccc(/C=N/NC(=O)c2ccccc2Cl)cc1 returned FBW7 act 0.0, TEAD-YAP inh -15, GPR151 activ 0.0 and MITF inh 13.
For CC(=O)N1CCc2cc(Br)cc(S(=O)(=O)NCCc3ccccc3Cl)c21 the results were FBW7 act 0.1, TEAD-YAP inh 4, GPR151 activ 2.7 and MITF inh 1.
Screening COc1ccc(NC(=O)c2ccccc2F)c([N+](=O)[O-])c1 returned FBW7 act -0.3, TEAD-YAP inh -25, GPR151 activ 0.0 and MITF inh -9.

Assay outcomes deposited in PubChem by The Scripps Research Institute Molecular Screening Center.
